# FECH block: blocks human mitochondrial ferrochelatase activity. purified FECH, Ni-mesoporphyrin absorbance 550 nm. P22830. calls only at 10 µM (by protocol). 20,000 tested, 3.3% active;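 active = enzyme reaction rate more than 3 SD below the solvent-only control wells on the same plate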;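 also: lower slope than DMSO wells means FECH inhibition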
# Target sequence (P22830 whole entry, looked up): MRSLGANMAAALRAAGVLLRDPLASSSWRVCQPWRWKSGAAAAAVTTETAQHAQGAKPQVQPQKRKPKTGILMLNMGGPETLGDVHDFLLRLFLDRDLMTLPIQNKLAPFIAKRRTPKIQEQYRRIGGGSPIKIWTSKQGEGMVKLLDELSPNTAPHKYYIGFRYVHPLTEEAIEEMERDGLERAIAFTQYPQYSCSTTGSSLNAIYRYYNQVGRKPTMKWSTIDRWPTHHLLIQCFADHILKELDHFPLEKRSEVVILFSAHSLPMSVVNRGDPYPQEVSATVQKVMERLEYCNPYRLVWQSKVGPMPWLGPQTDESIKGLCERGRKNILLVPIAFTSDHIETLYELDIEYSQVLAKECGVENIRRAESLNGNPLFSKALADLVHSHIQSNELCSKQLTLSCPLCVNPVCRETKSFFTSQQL
# Calls only; i = inactive; + = active, no number. An excerpt; count on the stated rates, not on these rows.
# The opening 17 compounds (preview)
FECH block	compound
i	Cc1cc(NC(=O)c2ccc(Cl)cc2)n(-c2ncnc3c2cnn3-c2ccc(F)cc2)n1
i	COc1ccc2[nH]c(C(=O)N3CCC(Nc4ncccn4)CC3)c(C)c2c1
i	O=c1c(Nc2ccc(F)c(Cl)c2)c(-c2ccc3c(c2)CCCC3)c1=O
i	CN1CCCCC1C(=O)N1CCC(c2n[nH]c(=O)n2-c2ccccc2)CC1 (stereo unspecified)
i	COC(C)(C)CC(C)NCCn1nc(C)c(Cl)c1C (stereo unspecified)
i	O=C(c1ccccn1)C1CCCN(S(=O)(=O)NCc2ccccc2)C1 (stereo unspecified)
i	COc1ccc(C)cc1NS(=O)(=O)c1ccc2c(c1)CCN2C(=O)CCC(=O)N1CCOCC1
i	Cc1ncsc1CCN(C)C(=O)C(C)(C)NC(=O)c1cccs1
i	Cc1cc(N2CCCCC2)nc(N2CCN(S(=O)(=O)c3ccc(Br)cc3)CC2)n1
i	CC1CCc2[nH]nc(-c3n[nH]c(Cc4ccccc4)n3)c2C1 (stereo unspecified)
i	CCn1c(=O)n(Cc2ccccn2)c(=O)c2cnc(-c3ccc(OC)cc3)nc21
i	CCOc1ccnc(N(C)Cc2cc(-c3ccncc3)no2)n1
i	CO[C@@H]1c2ccccc2C2(CCN(CCCn3cnnn3)CC2)[C@H]1O
i	CCn1c(=O)n(Cc2ccncc2)c(=O)c2cnc(-c3ccc(Cl)cc3)nc21
i	O=C1CCC[C@H]2[C@@H]3C[C@@H](CN(c4ncnc5c4CCC5)C3)CN12
i	O=C(c1ccc(Cl)cc1)N1CCN(S(=O)(=O)c2cc3c4c(c2)CCN4C(=O)CC3)CC1
i	CC(=O)Nc1cccc(-c2ncccc2NC(=O)C(C)C)c1

# Results (from the top)
FECH block	compound
i	Cc1cc(NC(=O)c2ccc(Cl)cc2)n(-c2ncnc3c2cnn3-c2ccc(F)cc2)n1
i	COc1ccc2[nH]c(C(=O)N3CCC(Nc4ncccn4)CC3)c(C)c2c1
i	O=c1c(Nc2ccc(F)c(Cl)c2)c(-c2ccc3c(c2)CCCC3)c1=O
i	CN1CCCCC1C(=O)N1CCC(c2n[nH]c(=O)n2-c2ccccc2)CC1 (stereo unspecified)
i	COC(C)(C)CC(C)NCCn1nc(C)c(Cl)c1C (stereo unspecified)
i	O=C(c1ccccn1)C1CCCN(S(=O)(=O)NCc2ccccc2)C1 (stereo unspecified)
i	COc1ccc(C)cc1NS(=O)(=O)c1ccc2c(c1)CCN2C(=O)CCC(=O)N1CCOCC1
i	Cc1ncsc1CCN(C)C(=O)C(C)(C)NC(=O)c1cccs1
i	Cc1cc(N2CCCCC2)nc(N2CCN(S(=O)(=O)c3ccc(Br)cc3)CC2)n1
i	CC1CCc2[nH]nc(-c3n[nH]c(Cc4ccccc4)n3)c2C1 (stereo unspecified)
i	CCn1c(=O)n(Cc2ccccn2)c(=O)c2cnc(-c3ccc(OC)cc3)nc21
i	CCOc1ccnc(N(C)Cc2cc(-c3ccncc3)no2)n1
i	CO[C@@H]1c2ccccc2C2(CCN(CCCn3cnnn3)CC2)[C@H]1O
i	CCn1c(=O)n(Cc2ccncc2)c(=O)c2cnc(-c3ccc(Cl)cc3)nc21
i	O=C1CCC[C@H]2[C@@H]3C[C@@H](CN(c4ncnc5c4CCC5)C3)CN12
i	O=C(c1ccc(Cl)cc1)N1CCN(S(=O)(=O)c2cc3c4c(c2)CCN4C(=O)CC3)CC1
i	CC(=O)Nc1cccc(-c2ncccc2NC(=O)C(C)C)c1
+	Cc1ccccc1NCc1cc(=O)n2[nH]c(NCc3ccc(F)cc3)nc2n1
i	CC(C)(C)c1ccc(-c2cncnc2)cc1
i	Cc1cc(N2CCCCC2)nc(N2CCN(S(=O)(=O)c3cc(C(C)C)ccc3C)CC2)n1
i	COc1cc(OC)nc(N2CC(c3ccccn3)C2)n1
i	Cc1noc(C)c1CN1CCOc2c(O)cc(-c3cccc(Cl)c3)cc2C1
i	O=C1CCS(=O)(=O)N1c1ccc(S(=O)(=O)NCc2ccco2)cc1
i	c1ccc(CN2CCC(Cn3ccnc3C3CC3)C2)cc1 (stereo unspecified)
i	O=C1CC(C(=O)NCCc2ccccc2)N=C(Nc2ccc(F)cc2)N1 (stereo unspecified)
i	COc1ccc(NCc2cc(=O)n3[nH]c(NCc4ccccc4)nc3n2)cc1
+	COc1cccc(NCc2cc(=O)n3[nH]c(-c4ccccc4C)nc3n2)c1
+	O=C1CCS(=O)(=O)N1c1ccc(S(=O)(=O)NC2CC2)cc1
i	CC(C)c1cc(C2CCN(C(=O)Cc3c[nH]c4ccccc34)CC2)[nH]n1
i	CC1(C)CC(NC(=O)c2nc[nH]c2C(=O)NC2CCCCC2)CC(C)(C)N1
i	COc1cc(NC(=O)c2nc(N3CCOCC3)c3oc4ccccc4c3n2)cc(OC)c1
i	COc1ccccc1Nc1nc(-c2nnc(-c3cccc(C)c3)o2)nc2ccccc12
i	COC(=O)CC1=CC(=O)N(CC(=O)Nc2ccc(Br)cc2)c2ccccc2N1
i	COc1ccc(OC)c(C2CCN(C(=O)c3cc(C4CC4)[nH]n3)C2)c1 (stereo unspecified)
i	O=C(N[C@@H]1c2ccccc2C[C@@H]1O)c1cccc2ccnn12
i	CN(CC1CCCN1C)c1ccnc(C(=O)NCc2cccnc2)c1 (stereo unspecified)
i	CN(CC1Cc2ccccc2O1)C(=O)Nc1nc(-c2ccccc2)ns1 (stereo unspecified)
i	O=C(CCN1CCC(Cc2noc(C3CC3)n2)CC1)Nc1nccs1
i	Cc1ccc2c(c1)c(CNC(C)CCn1cccn1)nn2C (stereo unspecified)
i	CC(=O)N(C)c1ccc(NC(=O)CNCC(O)c2ccccc2Cl)cc1 (stereo unspecified)
i	CC(c1cccc(-c2nnnn2-c2ccccc2)c1)N1CCCC1 (stereo unspecified)
i	NS(=O)(=O)c1ccc(CCNC(=O)c2nc(SCc3ccccc3F)ncc2Cl)cc1
i	CCC(=O)Nc1cc2c(cc1OC)C(c1cc(C)ccc1C)CC(=O)N2 (stereo unspecified)
i	CC(C)OCCCNc1nc(Nc2cccc(F)c2)c2cnn(-c3ccccc3)c2n1
i	CCC(Nc1cccc(OC)c1)C(=O)N(C)Cc1cccc2cccnc12 (stereo unspecified)
i	CCn1ccnc1-c1nccn1CC1CCN(Cc2ccccc2)C1 (stereo unspecified)
i	COC(=O)CN(c1nc2nc(C)cc(C)n2n1)S(=O)(=O)c1ccccc1
i	O=C(NCC1CCN(Cc2ccccc2F)C1)c1ccncc1Cl (stereo unspecified)
i	CC(C)N1CCC(CNC(=O)c2cc(-c3ccsc3)n[nH]2)C1 (stereo unspecified)
i	Cc1c[nH]c(CN2Cc3ncccc3C2=O)c(C)c1=O
i	COc1ccc(NC(=O)CCc2c(C)nn(-c3cc(N4CCCC4)ncn3)c2C)c(OC)c1
i	Cc1ccc(Nc2nc(N3CCOCC3)nc3c2cnn3-c2ccccc2)cc1
i	CC(=O)c1ccc(N2C[C@@H]3C4CCC(CC4)[C@@H]3C2)nc1
i	CO[C@H]1CN(c2nnnn2-c2ccc(Oc3ccccc3)cc2)CC[C@H]1N
i	Cn1c(CNS(=O)(=O)c2ccc(Cl)s2)nc2cccnc21
i	COC(=O)c1cc2n(n1)CCN(C(=O)c1ccc(C3CCCO3)s1)C2 (stereo unspecified)
i	CCCc1cn(CC2CCCN(C(=O)NC3CCCCCC3)C2)nn1 (stereo unspecified)
i	CC(=O)N1CCc2c(sc(NC(=O)c3cccs3)c2-c2nc3ccccc3s2)C1
i	CC(C)CC(=O)Nc1ccnn1C1CCN(C(=O)c2cncc(F)c2)CC1
i	Cc1nc(SCC(=O)NCC(O)Cc2ccccc2)n[nH]1 (stereo unspecified)

# Next section
FECH block	compound
i	COC(=O)c1ccccc1NS(=O)(=O)c1cc(N2C(=O)CCS2(=O)=O)ccc1C
i	CCC(=O)Nc1ccccc1-c1nnc(SC(C)C(=O)Nc2ccccc2Cl)[nH]c1=O (stereo unspecified)
i	O=C(NCC(CO)Cc1cccs1)c1cccnc1 (stereo unspecified)
i	CCCC(NC(=O)c1ccoc1C)c1ccccc1 (stereo unspecified)
i	CCN(CC)Cc1cnc2c(C(=O)Nc3ccc4c(c3)OCCO4)cnn2c1
i	Cc1cc(N(C)C)nc(N2CCN(S(=O)(=O)c3cc(C(C)C)ccc3C)CC2)n1
i	Cc1ccccc1-n1cc(CN(C)C(=O)c2cn[nH]n2)cn1
i	Cc1c(NC(=O)CCc2ccncc2)cccc1C(=O)Nc1nccs1
i	O=C(CCCc1n[nH]c(Cc2ccccc2)n1)Nc1cccc(Cl)c1
i	COc1ccc(C(=O)NCc2cc3c(nc2OC)CN(C2CCCC2)C3=O)o1
i	O=C(NC1CCCCC1)C(=O)N1CCN2C(=O)CNC(=O)C2C1 (stereo unspecified)
i	O=C(CCN1CCCCO1)NCC1(N2CCOCC2)CCCCC1
i	COc1cccc(Nc2cc(-c3ccc(C)cc3)nc(C)n2)c1
i	CNC(=O)CC1C(=O)NCCN1CC(=O)NCCc1ccc(Cl)cc1 (stereo unspecified)
i	Cc1ccc(NC2(C(=O)N3CCNC(=O)C3CCO)CCCC2)cc1 (stereo unspecified)
i	COc1ccc(C(C)(C)C)cc1S(=O)(=O)N1CCN(c2nc(C)cc(Nc3ccccc3)n2)CC1
i	Cc1n[nH]c(C)c1CCCNC(=O)CCn1c(C)cc2ccccc21
i	CCc1ccc(CN(Cc2cccnc2)Cc2ccsc2)nc1
i	C=CCn1nc(C(=O)O)c2c1CCC(N(C)Cc1sccc1C)C2 (stereo unspecified)
i	CCc1ocnc1C(=O)N(C)CCc1nc2c(C)cccc2[nH]1
i	Cc1nccc(N2CCC(N3CCCC(C(=O)NC4CC4)C3)CC2)n1 (stereo unspecified)
i	CCc1ccc(Cn2c(CNS(=O)(=O)c3ccc(F)c(Cl)c3)nc3cccnc32)cc1
i	NS(=O)(=O)c1ccc(NC(=O)Cn2cnc(S(=O)(=O)N3CCc4ccccc43)c2)cc1
+	Cc1ccc(S(=O)(=O)NCc2nc3cccnc3n2C2CCCC2)cc1
i	COCCCNC(=O)C1CCN(c2ccc(-c3cccc(C)c3)nn2)CC1
i	CCc1ccc(S(=O)(=O)N2CCN(Cc3nc4cccnc4n3-c3ccc(C)cc3)CC2)cc1
i	Cc1ccc2nc(COc3cccc(NC(=O)c4ccc(Br)cc4)c3)cc(=O)n2c1
i	O=C1CC2(CCN(C(=O)CCc3ccc(-c4ccc(Cl)cc4)[nH]3)CC2)CN1
i	CCOC(=O)c1cc2ccsc2n1CC(=O)Nc1ccc(OC)cc1
i	CC(C)CN(C/C=C/c1ccco1)Cc1ccccn1
i	Cc1ccccc1OC1CN(C(=O)CCC(=O)NC2CCCC2)C1
i	CNC(=O)C1CCC(Cn2c(=O)c3sccc3n(CC(=O)N3CCC(C)CC3)c2=O)CC1 (stereo unspecified)
i	O=C(CSCc1nc(-c2ccccc2)no1)NCc1ccco1
i	COc1ccccc1OCC(=O)Nc1cccc(N2CCCS2(=O)=O)c1
i	Cc1ccsc1CCNC(=O)C1CC(=O)N(Cc2ccncc2)C1 (stereo unspecified)
i	O=C(c1ccc(Oc2ccccc2)cc1)C1CCCN(CCn2cncn2)C1 (stereo unspecified)
i	CCS(=O)(=O)N1CCN(c2nc(C)cc(N3CCCC3)n2)CC1
i	CN1CCN2CCN(Cc3ccc4[nH]ccc4c3)CC2C1 (stereo unspecified)
i	Cc1ccc(Cn2c(CNC(=O)Cc3cccs3)nc3cccnc32)cc1
i	CCCc1nc2nc[nH]n2c(=O)c1NC(=O)NCc1ccccc1
i	Cc1nc2ccc(C(=O)N(Cc3noc(C)n3)C(C)C)cc2[nH]1
i	CCCc1nc(CNC(=O)[C@@H]2C[C@@H]3C=C[C@H]2C3)cs1
i	CNC(=O)c1ccc(OC)c(-n2ccc(C)n2)c1
i	Cc1cc(C)cc(CCC(=O)NCc2cnc(C)cn2)c1
i	O=C(CN1CCCN(Cc2ccccc2Cl)S1(=O)=O)Nc1ccccc1
i	CCc1ccc(NC(=O)Cc2csc(NC(=O)Nc3ccccc3OC)n2)cc1
i	Cc1cc(NC(=O)c2c(F)cccc2F)n(-c2ncnc3c2cnn3-c2ccc(Cl)cc2)n1
i	O=C(NCCc1nc2cccnc2n1C1CCCCC1)Nc1ccccc1
i	COc1ccc(-c2cc3n(n2)CCC(=O)N3Cc2ccc(C(=O)NCc3cccc(OC)c3)cc2)cc1
i	OCC1(Cc2ccc(Cl)cc2)CCN(c2ncccc2F)CC1
i	Cc1ccc(NC(=O)C2CCN(c3ccc(-c4cccs4)nn3)CC2)c(C)c1
i	CCCc1ccc(S(=O)(=O)NCc2nc3cccnc3n2C2CC2)cc1
i	Cn1ccc(NC(=O)CN2CCCC3(CC2)CNC(=O)O3)n1 (stereo unspecified)
i	O=C1CCCCN1CCc1nc(C2(c3ccc(F)cc3)CCOC2)no1 (stereo unspecified)
i	Cc1nc2nc(-c3ccccc3)nn2c(Sc2ccccc2NC(=O)c2cccs2)c1C
i	c1cc(-c2ccc(NC3CC3)nn2)c2cc[nH]c2c1
i	Oc1cc(-c2cccc(Cl)c2)cc2c1OCCN(CCn1cccc1)C2
i	COc1ccc(CC(=O)Nc2cc(N3CCCS3(=O)=O)ccc2C)cc1OC
i	COCC(C)N(Cc1ccccc1OC)C(=O)c1cnn2ccccc12 (stereo unspecified)
i	COc1ccc(C(Nc2ccc(S(N)(=O)=O)cc2)C(=O)NC(C)(C)C)cc1OC (stereo unspecified)

# Other entries
FECH block	compound
i	COc1ccc(CNc2nc3nc(CN4CCN(c5ccc(F)cc5)CC4)cc(=O)n3[nH]2)cc1
i	Cc1ccccc1CN1CCC(CNC(=O)c2ccc[nH]c2=O)C1 (stereo unspecified)
i	C=CCN(Cc1ccc(C)s1)C(=O)c1cnc2sc(C)c(C)n2c1=O
i	O=C1CN(Cc2cccc(C(=O)Nc3ccc4ncccc4c3)c2)CCN1
i	CC(C)C1CN(C(=O)c2cn(CCN)nn2)CCCN1Cc1ccc(F)cc1 (stereo unspecified)
i	COc1ccc(NC(C)(C)C(=O)N2CCC3(CC2)CNC(=O)C3)cc1
i	COc1ccc(-c2ccc(C(=O)N(Cc3nccn3C)C3CC3)o2)cc1
i	CCCNC(=O)c1ccc(Cn2c(=O)c3cc(OC)c(OC)cc3n(CC(=O)NC(C)CC)c2=O)cc1 (stereo unspecified)
i	CCCN(Cc1nccn1C)C(=O)c1cc2cc(C)ccc2nc1C
i	CC(C)(C)CC(=O)NC1CC(=O)N(c2ccc(F)cc2)C1 (stereo unspecified)
i	CC(=O)Nc1ccccc1NC(=O)CN(Cc1ccc2[nH]ccc2c1)C1CC1

# Screens: PubChem BioAssay, School of Medicine, Indiana University
